# ELG1 genotoxic – qHTS screen for small molecules that induce genotoxicity in human embryonic kidney (HEK293T) cells expressing luciferase-tagged ELG1 | HEK293T ELG1-luciferase reporter, luminescence, 16 h | Potency, µM (top dose mostly 46 µM), for inactives: at the top dose activity change, positive = activation, hits mostly activators | AID 504466, 2011 | 1.3% of 330,000 active; also: potency is read from the fitted curve at half-maximal effect; % of control where 0% means no effect; nearly all actives have a fitted effect of over 60% in size
#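 Genotoxic stress is detected as increased luminescence from luciferase-tagged ELG1 in HEK293T cells, measured with ONE-Glo after a 16 hr treatment at 37 °C.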
# NPC1 promoter act – qHTS Assay for NPC1 Promoter Activators; Huh7 NPC1 promoter luciferase reporter, 24 h; Potency, µM (highest dose often 9.22 µM), for the others: at the highest dose activation, usual class: activators; 2.4% of 320,000 active; AID 485313, 2010;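 also: potency is read from the fitted curve at half-maximal effect; % of control where 0% means no effect; nearly all actives have a fitted effect of over 60% in size; reporter is driven by a mutant NPC1 promoter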
#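 Luciferase expression driven by the NPC1 promoter was measured in stably transfected Huh7 cells after a 24 h compound incubation, using a luciferase reagent and a luminescence read.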
# VP16 counter – VP16 counterscreen qHTS for inhibitors of ROR gamma transcriptional activity; 3.5% of 310,000 active; Potency, µM (top dose mostly 53.6 µM), for inactives: top-dose activity, negative = inhibition, most hits filed as inhibitors; Drosophila S2 Gal4-VP16 UAS-luciferase, luminescence, 20 h;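 also: Gal4-VP16 expression switched on by copper sulfate through the metallothionein promoter; potency is read from the fitted curve at half-maximal effect; % is scaled to controls: 0 for no effect and ±100 for the full control effect; nearly all actives have a fitted effect of over 50% in size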
# TRPV1 agonist – HTS Assay for Compounds that Act as Agonists of the Vanilloid Receptor 1; Transient receptor potential cation channel subfamily V member 1 (Homo sapiens), Q8NER1; TRPV1-expressing cells, Fluo-8 calcium influx, agonist mode; activation, % at 8.33 µM; 0.19% of 320,000 active; AID 540275, 2011; in the data active = activation above about 80%; inconclusive = between about 30% and that limit; also: 0% is about no effect
#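 Fluo-8 calcium influx in TRPV1-expressing cells, kinetic read (ex 480/em 520 nm). Compound added and read 3 min for agonist activity, followed by capsaicin at EC20 final and 2 min further read for enhancement.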
# ELG1 DNA repair – qHTS screen for small molecules that inhibit ELG1-dependent DNA repair in human embryonic kidney (HEK293T) cells expressing luciferase-tagged ELG1; HEK293T ELG1-luciferase reporter, luminescence, 16 h; DNA damage induced by 5-fluorouridine; Potency, µM (titrated, usually from 46.1 µM), for the others: at the highest dose activity change, negative = inhibition, actives largely listed as inhibitors; 2.3% of 330,000 active; AID 504467, 2011; also: potency is read from the fitted curve at half-maximal effect; % is scaled to controls: 0 for no effect and ±100 for the full control effect; nearly all actives have a fitted effect of over 55% in size
#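 DMSO vehicle served as the neutral condition. Each well held 2,000 cells given 5-fluorouridine plus compound; after 16 hr at 37 °C/5% CO2, ONE-Glo was added and luciferase measured 30 min later.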
# p53 reactivation – qHTS assay for re-activators of p53 using a Luc reporter; H1299 p53-A138V BP100-luciferase reporter, luminescence, 24 h; Potency, µM (top dose mostly 92.2 µM), inactives show top-dose activity change, positive = activation, hits mostly activators; 0.063% of 320,000 active; AID 504706, 2011; also: potency is read from the fitted curve at half-maximal effect; % of control where 0% means no effect; nearly all actives have a fitted effect of over 45% in size
#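 H1299 (p53-null), stable ts p53-A138V + BP100-Luc; 1000 cells/well, Opti-MEM/10% FBS; cpd 4 pt, 1:5; 24 h, 37 deg C, 5% CO2; detection reagent 10 min RT; luminescence.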
# FLuc counter – qHTS profiling assay for firefly luciferase inhibitor/activator using purifed enzyme and Km concentrations of substrates (counterscreen for miR-21 project); Luciferin 4-monooxygenase (Photinus pyralis), P08659; purified FLuc, Km substrates, luminescence inhibition; Potency, µM (doses to about 57.5 µM), for inactives: at the highest dose activity change, negative = inhibition, actives largely listed as inhibitors; 6.9% of 360,000 active; AID 588342, 2011;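 also: potency is read from the fitted curve at half-maximal effect; plate controls were vehicle for no effect and reference inhibitor for full effect; nearly all actives have a fitted effect of over 55% in size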
# Target sequence (P08659 whole entry, looked up): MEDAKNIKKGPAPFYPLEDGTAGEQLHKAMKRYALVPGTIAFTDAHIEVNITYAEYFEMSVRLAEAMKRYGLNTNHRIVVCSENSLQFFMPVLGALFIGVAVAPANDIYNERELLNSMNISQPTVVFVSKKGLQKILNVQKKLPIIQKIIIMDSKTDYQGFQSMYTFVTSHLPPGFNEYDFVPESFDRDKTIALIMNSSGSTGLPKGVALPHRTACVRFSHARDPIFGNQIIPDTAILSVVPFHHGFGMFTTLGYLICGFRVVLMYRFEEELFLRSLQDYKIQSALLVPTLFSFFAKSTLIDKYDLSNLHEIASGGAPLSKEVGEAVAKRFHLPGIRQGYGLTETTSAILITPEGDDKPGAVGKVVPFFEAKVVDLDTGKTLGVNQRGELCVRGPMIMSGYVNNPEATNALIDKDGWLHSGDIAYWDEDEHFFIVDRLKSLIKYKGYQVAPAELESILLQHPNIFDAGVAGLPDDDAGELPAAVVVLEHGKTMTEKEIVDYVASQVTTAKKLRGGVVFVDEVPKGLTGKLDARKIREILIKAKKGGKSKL
#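 Biochemical qHTS of compounds, final roughly 60 µM downward over six points, against 10 nM purified firefly luciferase using Km concentrations of substrates (10 uM D-luciferin, 10 uM ATP) in Tris acetate pH 7.5 buffer; luminescence output.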
# BRCA1 expr act – qHTS Assay to Identify Small Molecule Activators of BRCA1 Expression. MCF7-BRCA1-FFLuc reporter, luminescence, 48 h; response scale: scaled: vehicle 0%, 10 µM genistein 100%. Potency, µM (highest dose often 46.1 µM), for inactives: at the top dose activation, hits mostly activators. 1.1% of 380,000 active; also: potency is read from the fitted curve at half-maximal effect; nearly all actives have a fitted effect of over 80% in size; some results filed as inactive show a strong effect at the top dose
#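 Using MCF7 cells harboring a BRCA1 firefly luciferase reporter, plated 2 h before compound pinning, the screen measured luminescence after 48 h incubation. Responses were normalized to DMSO and 10 microM genistein, then fitted for concentration-effect.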
# Rab9 prom act – qHTS Assay for Rab9 Promoter Activators | Huh7 Rab9 promoter-luciferase reporter, luminescence, 24 h | Potency, µM (highest dose often 9.22 µM), for inactives: at the top dose activation, negative = inhibition, hits mostly activators | 2.8% of 320,000 active; also: potency is read from the fitted curve at half-maximal effect; % of control where 0% means no effect; nearly all actives have a fitted effect of over 60% in size
#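 Huh7 reporter line, Rab9 promoter upstream of luciferase. Compound exposure 24 h at 37 °C in reduced-serum medium with 10% FBS. Read-out: luminescence.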
# RORg inh – qHTS for inhibitors of ROR gamma transcriptional activity; Potency, µM (doses to about 53.6 µM), for the others: at the highest dose activity change, negative = inhibition, actives largely listed as inhibitors; 5.4% of 310,000 active; AID 2551, 2010; Nuclear receptor ROR-gamma (Mus musculus), P51450; Drosophila S2 Gal4-RORgamma UAS-luciferase reporter, 20 h; also: potency is read from the fitted curve at half-maximal effect; % is scaled to controls: 0 for no effect and ±100 for the full control effect; nearly all actives have a fitted effect of over 60% in size
# Target sequence (P51450 whole entry, looked up, the tested form may be a part): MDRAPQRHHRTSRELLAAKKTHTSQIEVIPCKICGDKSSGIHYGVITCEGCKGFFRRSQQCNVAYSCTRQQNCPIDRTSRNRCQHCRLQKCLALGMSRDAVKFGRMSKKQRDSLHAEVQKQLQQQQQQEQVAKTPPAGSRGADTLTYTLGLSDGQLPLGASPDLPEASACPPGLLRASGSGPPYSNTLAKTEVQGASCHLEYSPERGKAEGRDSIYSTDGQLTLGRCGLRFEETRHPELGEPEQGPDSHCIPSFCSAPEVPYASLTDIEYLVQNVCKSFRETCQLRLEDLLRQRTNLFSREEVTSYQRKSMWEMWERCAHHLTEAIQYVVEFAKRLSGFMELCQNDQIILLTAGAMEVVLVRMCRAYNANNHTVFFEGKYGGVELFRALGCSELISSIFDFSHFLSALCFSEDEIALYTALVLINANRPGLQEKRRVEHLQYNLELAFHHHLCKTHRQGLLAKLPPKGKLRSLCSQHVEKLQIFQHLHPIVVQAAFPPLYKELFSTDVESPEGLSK
#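 Schneider cells (Drosophila), stable Gal4 DBD–ROR gamma + UAS-luc; 1 hr cmpd preincubation; Cu2+ induction 700 uM final; 20 hr ambient; luminescence.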
# Tb PFK inh – qHTS Assay to Find Inhibitors of T. brucei phosphofructokinase. ATP-dependent 6-phosphofructokinase (Trypanosoma brucei brucei), O15648. T. brucei PFK, ADP-Glo luminescence. Potency, µM (titrated, usually from 57.5 µM), inactives show at the highest dose activity, negative = inhibition, actives largely listed as inhibitors. 0.17% of 330,000 active;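 also: potency is read from the fitted curve at half-maximal effect; 0% = uninhibited 1x PFK enzyme wells and -100% = no-enzyme wells; nearly all actives have a fitted effect of over 60% in size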
#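 Activity is normalized to no-enzyme wells (full inhibition) and 1.25 nM enzyme wells (no inhibition). Reaction: 0.5 mM F6P, 0.1 mM ATP, 45 min RT, ADP-Glo luminescence; concentration-response curves fitted and classed by quality.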
# An asterisk follows results filed as active; ? = inconclusive; · = no result given; [ ] = dose if it differs, or a comment. Unless noted, calls follow the shape of the dose curve; as a rule, active = well fitted curve in the direction sought with a large enough effect; inconclusive = small, poorly fitted or top-dose-only effect, or another doubt; inactive = no such curve, though single readings can be large; an effect the other way counts as inactive or inconclusive.
No.	smiles	ELG1 genotoxic	NPC1 promoter act	VP16 counter	TRPV1 agonist	ELG1 DNA repair	p53 reactivation	FLuc counter	BRCA1 expr act	Rab9 prom act	RORg inh	Tb PFK inh
1	COc1cc(OC)cc(C(=O)N[C@H](C(=O)Nc2ccc3c(c2)OCO3)C(C)C)c1	-0.8%	9.2%	7.0%	?	?	-5.4%	-5.2%	-20.2%	-2.0%	34.9%	-0.9%
2	C=CCN(CC=C)C(=O)COC(=O)c1ccc(Sc2ncn[nH]2)c([N+](=O)[O-])c1	-1.1%	-3.1%	5.6%	0.2	-2.0%	-3.5%	11.1%	-27.3%	2.6%	16.7%	-10.6%
3	COc1ccc(C(=O)O)cc1NC(=S)NC(=O)Cc1ccc(Cl)cc1	-0.1%	-5.1%	-0.8%	0.1	-2.8%	-2.6%	-1.6%	7.2%	-4.5%	-7.6%	-14.1%
4	COc1ccccc1N1CCN(C(=O)C(=O)c2cn(CC(=O)N3CCCCCC3)c3ccccc23)CC1	-15.0%	-3.4%	-7.1%	1.2	?	-7.4%	3.4%	-49.1%	-3.9%	?	-0.8%
5	Cc1ccc(-c2cc3ncc(C#N)c(N)n3n2)cc1	?	2.82µM*	2.5%	13.1	?	6.3%	-19.4%	8.91µM*	2.82µM*	21.9%	0.7%
6	Cc1ccccc1-n1c(C)cc(/C=N/NC(=O)c2ccc(CN3CCOCC3)cc2)c1C	?	-2.3%	-2.9%[0.365 µM]	11.6	-6.0%	0.1%	?	-10.3%	-11.4%	10µM*	0.3%
7	COc1cccc(CC(=O)Nc2ccc3c(c2)OC2(CCCC2)O3)c1	3.2%	16.8%	·	?	?	?	13.5µM*	61.1%	21.6%	·	-7.2%
8	O=C(OCc1cnc(Cl)s1)c1c(F)cccc1F	1.4%	0.5%	0.5%	6.7	13.9%	-0.7%	-8.5%	-5.7%	-11.1%	0.2%	-6.2%
9	CN(c1ccccc1)S(=O)(=O)c1ccc(C(=O)OCC(=O)NCc2cccs2)cc1	0.1%	-9.7%	-1.5%	-5.8	-12.0%	0.9%	1.3%	-6.6%	-3.4%	-1.5%	1.8%
10	COc1ccc(CCN2C(=O)NC(NS(=O)(=O)c3ccc(Cl)cc3)(C(F)(F)F)C2=O)cc1OC (centres undefined)	0.1%	-1.3%	-6.8%	2.4	-4.2%	0.4%	-14.7%	-5.4%	-4.1%	11.7%	0.0%
11	Cc1onc(-c2c(Cl)cccc2Cl)c1C(=O)N(C)Cc1ccccc1	-3.7%	-1.3%	-7.6%	-0.5	-1.4%	·	-1.7%	-9.4%	15.8%	-1.7%	5.4%
12	Cc1ccc2nc(N3CCN(S(=O)(=O)c4ccc5c(c4)OCCO5)CC3)c(C#N)cc2c1	-11.0%	-7.4%	0.8%	-0.2	-18.6%	-4.9%	0.4%	-43.7%	5.6%	14.4%	2.0%
13	COc1ccc(C2NC(=O)Cc3cc(OC)c(OC)cc32)cc1OC (centres undefined)	2.3%	-1.0%	2.6%	-3.1	8.1%	-2.4%	3.7%	-13.3%	1.2%	-9.1%	0.7%
14	CCOC(=O)C1CCCN(C2CC(=O)N(c3ccccc3)C2=O)C1 (centres undefined)	2.1%	1.6%	7.2%	-2.5	14.3%	-7.9%	2.7%	6.6%	-0.5%	?	-2.3%
15	COc1cc(C(=O)NC(C)CCn2cccn2)ccc1OC1CCN(C(C)=O)CC1 (centres undefined)	0.5%	-0.5%	0.4%	0.9	5.8%	-0.4%	2.5%	-0.9%	2.6%	13.4%	7.7%
16	CCN1CCN(C(=O)C2=CC(c3ccc(OC)cc3)=NS(=O)(=O)N2C)CC1	0.0%	-4.8%	1.5%	-10.4	29.3%	2.6%	-3.8%	-5.5%	2.7%	-8.1%	-1.9%
17	CC1CN(C2CCCCC2)c2nc3c(c(=O)n(C)c(=O)n3C)n2C1 (centres undefined)	-0.1%	1.5%	-5.7%	17.6	0.4%	3.0%	1.3%	-2.2%	7.9%	38.8%	3.5%
18	O=S1(=O)CCN2C(=N1)Sc1c2ccc2c1CCCC2	?	16.1%	-8.2%	21.4	?	17.8%	15.1µM*	?	16.9%	11.0%	-16.3%
19	CCOC(=O)C1(Cc2ccccc2C(F)(F)F)CCN(CCCn2cccn2)CC1	-11.6%	0.9%	19.2%	?	-1.2%	-4.3%	-1.4%	-31.9%	1.0%	5.7%	2.2%
20	COc1ccc(NC(=O)c2ccccc2SC)cc1OC	0.5%	-0.1%	18.3%	-2.4	?	-2.3%	-13.3%	-0.3%	1.3%	41.2%	2.7%
21	Cc1ccc(N=Cc2nc(-c3ccc(C)cc3)oc2O)cc1	7.7%	10.8%	5.7%	22.4	9.0%	10.0%	-10.0%	3.3%	15.8%	3.8%	-10.1%
22	CCn1c(NCCCO)nc2c(c1=O)C(C)(CC)Cc1ccccc1-2 (centres undefined)	-2.7%	-0.2%	-2.6%	·	-15.3%	-4.9%	1.6%	-20.8%	1.4%	17.6%	-9.3%
23	O=c1c2ccccc2sn1-c1nccs1	-2.6%	0.8%	?	22.0	1.3%	-8.9%	8.49µM*	-3.5%	-0.5%	8.91µM*	8.49µM*
24	O=C1CC(Cc2ccccc2)C(=O)N1CCc1ccc2c(c1)OCO2 (centres undefined)	-3.0%	-1.2%	0.5%	16.4	-9.4%	-19.9%	1.2%	1.6%	-4.8%	40.4%	0.0%
25	O=C(N/N=C/c1cc([N+](=O)[O-])cc(Br)c1O)C12CC3CCC(CC(C3)C1)C2	-9.1%	-1.3%	3.98µM*	17.8	23.1µM*	5.2%	-2.2%	-31.1%	-5.7%	5.01µM*	-3.9%
26	CC1(C)Cc2noc(N)c2C(C)(C)N1OC(=O)c1ccco1	-0.3%	-1.9%	-1.8%	-2.7	15.1%	9.0%	-0.1%	2.5%	1.3%	-20.8%	-0.3%
27	CN1CCN(S(=O)(=O)c2ccc(NC(=S)NC(=O)c3ccccc3)cc2)CC1	6.5%	1.7%	12.3%	0.3	?	10.4%	2.2%	-4.5%	1.5%	?	0.7%
28	CC(C)N(C(=O)[C@H]1C[C@H](CC(=O)NCc2ccco2)C(=O)N2CCc3c([nH]c4cc(-c5ccco5)ccc34)[C@]12C)C(C)C	-2.7%	·	·	·	-29.5%	-8.1%	·	-63.3%	·	·	-5.6%
29	COc1ccc(N(C(=O)CNC(=O)c2ccco2)C(C(=O)NC2CCCC2)c2ccc(C)o2)cc1 (centres undefined)	-2.2%	2.2%	7.1%	2.3	-0.8%	-2.0%	1.9%	-18.6%	3.0%	3.7%	-2.6%
30	CC(C)NC(=O)NC(=O)COc1cccc2c1OC(C)(C)C2	-1.8%	-2.8%	-1.1%	4.7	-8.0%	-2.2%	-0.9%	-9.0%	-2.3%	23.6%[10 µM]	-0.1%
31	CN(C)c1ccc(/C=N/NC(=O)c2ccnn2C)cc1	?	2.51µM*	2.7%	23.7	?	1.8%	5.36µM*	12.6µM*	0.501µM*	?	?
32	O=S(=O)(NCc1ccco1)c1cccc(S(=O)(=O)N2CCOCC2)c1	0.5%	-3.5%	-3.2%	0.9	-3.6%	1.1%	1.8%	3.6%	-1.2%	7.1%	0.6%
33	CCCNS(=O)(=O)c1cc2c3c(c1)CCN3C(=O)CC2	4.9%	-4.4%	11.7%	-2.4	22.9%	-3.5%	0.0%	-3.3%	-0.5%	-14.0%	1.6%
34	O=C1NC(=S)N/C1=C/c1ccc2c(c1)OCO2	-15.1%	-5.5%	-20.8%	-0.1	-20.5%	21.7%	?	-7.8%	-13.9%	-33.4%	3.2%
35	O=C(NNC(=O)c1ccc2ncccc2c1)c1ccc(Cl)cc1	-4.1%	1.6%	-0.9%	4.0	-11.6%	11.9%	-14.2%	13.7%	-7.2%	-1.1%	0.1%

# Screening data from PubChem.
